Screens from PubChem.
Myeloid diff MLP – induction of myeloid progenitor differentiation, primary screen, cell-based, flow cytometry, MLPCN library. hit rate 1% among 360,000. ER-HoxA9 myeloid progenitors, lysozyme-GFP differentiation. calls only at 10 µM;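 active = normalized GFP-positive differentiation at or above the plate's own cutoff, the solvent-only control mean plus 3 SD; inconclusive = no clear call, values can overlap the other calls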;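 also: cells exposed to compound for four days before flow analysis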
Hep lipid drop – inhibitors of hepatocyte lipid droplet formation, primary screen, imaging, high-throughput imaging, BODIPY stain; AML12 mouse hepatocytes, oleate lipid droplets; inhibition, % at 6.5 µM; hit rate 0.4% among 240,000; AID 1656, 2009;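 active = lipid droplet intensity inhibited by at least 50%, with more than 500 cells counted; inconclusive = wells with under 300 cells, treated as cytotoxic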
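Assay system: AML12 hepatocytes (mouse); Probe or stimulus: oleic acid at 100 µM to induce lipid droplet formation; Dosing: compound at 6.5 µM only; Schedule: compound with oleate, overnight; Detection: fluorescence imaging, 20x objective, two fields per well; Measure: % inhibition of lipid droplet signal.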
Ins promoter up – insulin promoter activators in MIN6 cells, imaging, high-content screening, mouse beta cells. hit rate 0.3% among 190,000. AID 1625, 2009. MIN6 insulin promoter-GFP reporter; active compounds read high. z-score at 5 µM;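 active = z-score above 3 at 5 µM with at least 500 cells counted in the well; inconclusive = wells under 500 cells, flagged as cytotoxic or low count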
T cell HTS – modulators of CD8 T cell-vesicle binding, primary screen, mouse 2C CD8+ T cells, flow cytometry | 2C CD8+ T cell-vesicle binding; active compounds read low | hit rate 0.068% among 330,000 | calls only at 7 µM;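 active = response, share of CD8 T cells binding vesicles, and their 90th percentile fluorescence all below set limits, cut at about 80% in these data, passing the limit was not always enough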
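Assay system – 2C mouse CD8+ T cells · Also added – QL9-loaded Drosophila micro-vesicles · Timing – Cell–vesicle co-incubation 1.5 h at 37 °C, staining 20 min on ice · Signal – flow cytometry of vesicle-bound cells · Measure – percent CD8+ FL2 mean versus row control · Controls – Peptide-free naked vesicles (low) and QL9 vesicles with 0.7% DMSO vehicle (high)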
WT yeast gro inh – growth inhibition of WT strain, primary screen, mitochondrial fusion inhibitor project, WT and mutant strains, chemical genetic; mitochondrial fusion phenotypic screen; inhibition, % at 10 µM; hit rate 2.1% among 190,000; AID 1362, 2008; in the data active = inhibition above about 58%; tested in S. cerevisiae
b-catenin transl – modulators of beta-catenin nuclear translocation, primary screen, imaging, HeLa cells, immunofluorescence, high-content; nuclear translocation activity, % at 5 µM; hit rate 0.3% among 190,000;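 active = nuclear translocation activity above 50% at 5 µM, with a well cell count of 50 or more; inconclusive = wells under 50 cells across six images, flagged as toxic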;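 also: per-cell ratio of nuclear to cytoplasmic median beta-catenin stain intensity; plate controls were DMSO negative control for no effect and GSK-3 inhibitor IX positive control for full effect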
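assay system = human HeLa cells, endogenous beta-catenin | times = compound treatment 24 h, 37°C, 5% CO2 | detection = Anti-beta-catenin immunofluorescence on PFA-fixed, Triton-permeabilized cells, DAPI nuclei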
Autophagy mod – autophagy modulators in MEF cells, primary screen, imaging, high-content, MEF GFP-LC3 | calls only at 10 µM (by protocol) | hit rate 0.98% among 190,000 | MEF GFP-LC3 puncta imaging; test concentration mostly 10 µM;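 active = percentage of spot-positive cells more than 3 SD above its plate mean, without a fluorescence outlier flag or 80% toxicity; inconclusive = no clear call, values can overlap the other calls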;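 also: spot-positive cell cutoff set from DMSO-treated cells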
West Nile virus CPE – West Nile virus antiviral activity, cell-based, CPE readout (AID 1621). West Nile virus-infected cells, CPE inhibition; higher % means a stronger effect. CPE inhibition, % at 10 µM; hits with a dose series show IC50 in µM. hit rate 0.02% among 290,000; in the data active = a potency from the dose series; inconclusive = CPE inhibition mostly from about 3.7% at the one dose, without a potency; inactive = the rest, 99 in 100 with CPE inhibition below about 2.2%; also: strong numbers were not always called active
MT stabilizer – microtubule stabilizers in HeLa cells, primary screen, imaging, high-content imaging | HeLa tubulin immunostaining HCS, 24 h; share of cells brighter than vehicle mean+2SD | % tubulin-high responders, % at 10 µM | hit rate 0.83% among 200,000 | AID 2205, 2009;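 active = plate Z-score above 3 for both tubulin-high and condensed-nucleus cell shares, with cell loss under 80%, at 10 µM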;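 also: anti alpha tubulin signal scored within the nucleus-defined area of each cell; some results filed as inactive read as strong as hits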
WT yeast gro inh mutant strain – second read-out of WT yeast gro inh, no call of its own (marks repeat the call); inhibition, %; mitochondrial fusion phenotypic screen, mutant strain inhibition
Ins promoter up cell count – recorded beside Ins promoter up, whose call it bears; cell count; measured here: cytotoxicity, nuclei count;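 total cells summed across four imaged fields per well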
Hep lipid drop cells 6.5 µM – second read-out of Hep lipid drop, no call of its own (marks repeat the call); cell count; measured here: cell count, cytotoxicity flag;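 cells counted across two imaged fields per well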
b-catenin transl cell count 5 µM – further read-out of b-catenin transl, marked with its call; cell count; measured here: cell count, cytotoxicity flag
T cell HTS vesicle-bound % – second read-out of T cell HTS, no call of its own (marks repeat the call); double positive events, %; measured here: CD8+ vesicle-bound cell fraction;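 binding gate set so that unloaded-vesicle control wells show 10% double positive cells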
MT stabilizer Hoechst-high % – also measured in MT stabilizer; calls as there; % Hoechst-high responders; measured here: nuclear condensation Hoechst responders;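 share of cells brighter than vehicle mean plus two SD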
MT stabilizer cytotoxicity % – also measured in MT stabilizer; calls as there; toxicity, %; measured here: cytotoxicity by cell density;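 0% = mean cell density of plate MIN control wells and 100% = no cells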
Autophagy mod cell loss 18 h – recorded beside Autophagy mod, whose call it bears; toxicity, %; measured here: cell loss, nuclei count;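 cell loss after 18 h compound exposure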
Myeloid diff MLP GFP+ MAC1+ % – also measured in Myeloid diff MLP; calls as there; GFP+ MAC1+ double positive, %; measured here: differentiation confirmed by MAC1 staining
Active calls of the source: *; i = inactive; ? = inconclusive; . = no result given. Random draw from the library; 3.9% or so of the library scored in one or more.

The first two records, to show the layout:
| Structure | MT stabilizer | Ins promoter up | MT stabilizer Hoechst-high % | Autophagy mod cell loss 18 h | b-catenin transl | Ins promoter up cell count | T cell HTS vesicle-bound % | WT yeast gro inh | Hep lipid drop cells 6.5 µM | WT yeast gro inh mutant strain | T cell HTS | Myeloid diff MLP GFP+ MAC1+ % | Hep lipid drop | West Nile virus CPE | b-catenin transl cell count 5 µM | Autophagy mod | MT stabilizer cytotoxicity % | Myeloid diff MLP |
| --- | --- | --- | --- | --- | --- | --- | --- | --- | --- | --- | --- | --- | --- | --- | --- | --- | --- | --- |
| O=C(Cc1ccc(Cl)c(Cl)c1)Nc1ccc(S(=O)(=O)Nc2ncccn2)cc1 | . | . | . | . | . | . | 35 | . | 803 | . | i | 0.2 | 8 | 0.3% | . | . | . | i |
| Cc1ccc(Cl)cc1N1CCN(C(=O)Cn2ncn3cccc3c2=O)CC1 | . | . | . | . | . | . | 38 | . | 709 | . | i | 5.4 | 3 | 1.1% | . | . | . | i |

The listing (from the top)
| Structure | MT stabilizer | Ins promoter up | MT stabilizer Hoechst-high % | Autophagy mod cell loss 18 h | b-catenin transl | Ins promoter up cell count | T cell HTS vesicle-bound % | WT yeast gro inh | Hep lipid drop cells 6.5 µM | WT yeast gro inh mutant strain | T cell HTS | Myeloid diff MLP GFP+ MAC1+ % | Hep lipid drop | West Nile virus CPE | b-catenin transl cell count 5 µM | Autophagy mod | MT stabilizer cytotoxicity % | Myeloid diff MLP |
| --- | --- | --- | --- | --- | --- | --- | --- | --- | --- | --- | --- | --- | --- | --- | --- | --- | --- | --- |
| O=C(Cc1ccc(Cl)c(Cl)c1)Nc1ccc(S(=O)(=O)Nc2ncccn2)cc1 | . | . | . | . | . | . | 35 | . | 803 | . | i | 0.2 | 8 | 0.3% | . | . | . | i |
| Cc1ccc(Cl)cc1N1CCN(C(=O)Cn2ncn3cccc3c2=O)CC1 | . | . | . | . | . | . | 38 | . | 709 | . | i | 5.4 | 3 | 1.1% | . | . | . | i |
| Cc1cccc(NS(=O)(=O)c2cccc3nsnc23)c1 | 3.6 | -0.68 | 1.7 | -6 | -0.6 | 1466 | 19 | 1 | . | -2 | i | 0.9 | . | 0.0% | 1294 | i | 8.6 | i |
| CC(=O)Nc1ccc(S(=O)(=O)NC2(C(F)(F)F)C(=O)Nc3c2c(=O)[nH]c(=O)n3Cc2ccccc2)cc1 (stereo unspecified) | 1.4 | -0.3 | 2.5 | -19 | -4.9 | 1278 | 30 | 4 | 624 | 11 | i | 0.4 | -52 | -0.2% | 584 | i | 5.6 | i |
| COc1cc2c(=O)n(CCCC(=O)NCC3CCCO3)c(=O)n(CC(=O)c3ccc(F)cc3)c2cc1OC (stereo unspecified) | 4.0 | 1.4 | 3.1 | -1 | -1.5 | 1292 | 39 | -5 | 712 | 12 | i | 0.1 | -12 | -0.2% | 1124 | i | 5.2 | i |
| CC(=O)c1c(C)[nH]c(C(=O)N2CCc3ccccc32)c1C | 2.4 | 0.77 | 2.2 | -20 | -2.3 | 1123 | 58 | 4 | 803 | 12 | i | 0.0 | 14 | 0.0% | 1075 | i | 16 | i |
| CCOc1ccc(NC(=O)CN2CCc3cc4c(cc3C2)OCCCO4)cc1OCC | . | . | . | . | . | . | 34 | . | 714 | . | i | 1.5 | -12 | 0.1% | . | . | . | i |
| O=S(=O)(c1ccccc1)c1cnc(-c2ccccc2)nc1N1CCCCC1 | 2.8 | -0.36 | 2.6 | 17 | -0.2 | 1610 | 33 | 58* | 592 | 12* | i | 0.3 | -27 | -0.2% | 1018 | i | 7.0 | i |
| O=C1C2C3C=CC(CNS(=O)(=O)c4ccccc4[N+](=O)[O-])(O3)C2C(=O)N1c1ccccc1 (stereo unspecified) | 5.5 | 0.76 | 2.2 | -2 | -5.3 | 1568 | 57 | -2 | 668 | 5 | i | 0.6 | 3 | -0.8% | 1021 | i | 9.0 | i |
| C[C@@H]1CCCCCCCCCCC1=O | . | . | . | . | . | . | 38 | . | 822 | . | i | 0.5 | -2 | -0.2% | . | . | . | i |
| CN1CCN(NC(=O)/C=C/c2cccc([N+](=O)[O-])c2)CC1 | . | . | . | . | . | . | 5 | . | 880 | . | i | 0.3 | 0 | 0.3% | . | . | . | i |
| Cc1nonc1C(=O)N/N=C/c1ccccc1 | 3.3 | -0.28 | 1.8 | -6 | -1.2 | 1507 | 59 | 2 | 646 | -2 | i | 0.3 | -6 | 0.0% | 962 | i | 7.8 | i |
| O=C(NC1CCCC1)c1ccc(COc2ccccc2Br)o1 | . | . | . | . | . | . | 65 | . | 708 | . | i | 1.0 | 23 | -1.3% | . | . | . | i |
| FC(F)(F)c1cc(-c2ccccc2)nc(NCC2CCCO2)n1 (stereo unspecified) | 2.6 | -0.24 | 2.4 | -4 | -0.5 | 1397 | 8 | 28 | . | 31 | i | 1.4 | . | -1.3% | 1415 | i | 15 | i |
| COc1ccc(Cl)c(Cn2c(NCCCN(C)C)nc3c2c(=O)n(C)c(=O)n3C)c1 | 1.3 | 0.7 | 1.0 | -1 | -4.0 | 1277 | 38 | -7 | 735 | -7 | i | 1.2 | 4 | -0.3% | 1293 | i | 16 | i |
| Cc1c(NC(=O)C2(c3ccccc3)CCCC2)c(=O)n(-c2ccccc2)n1C | 0.6 | . | 1.8 | 1 | -1.4 | . | 31 | 0 | 767 | 3 | i | 0.9 | 1 | . | 1188 | i | 9.1 | i |
| CC1Cc2ccccc2N1C(=O)Cn1nc(C(=O)O)c2ccccc2c1=O (stereo unspecified) | 3.4 | 0.17 | 1.1 | -4 | -2.7 | 1016 | 37 | 7 | . | 1 | i | 0.8 | . | 1.3% | 839 | i | 5.8 | i |
| CCOC(=O)[C@@H]1[C@H]2COc3ccc(Br)cc3[C@@H]2N2C(=O)N(c3ccccc3)C(=O)[C@@]12C | . | . | . | . | . | . | 15 | . | 739 | . | i | 0.7 | -2 | -1.6% | . | . | . | i |
| O=C(CC(Nc1ccc(Cl)cc1)C(=O)O)c1ccccc1 (stereo unspecified) | 3.9 | . | 1.2 | -5 | -2.0 | . | 27 | -10 | 754 | 7 | i | 0.8 | 12 | -0.6% | 1125 | i | 3.8 | i |
| Cc1cc(SCC(=O)OC/C(O)=C(\C#N)c2nc3ccccc3[nH]2)c(C)cc1Br | 3.4 | 1.1 | 1.2 | 2 | -4.6 | 1561 | 54 | 9 | 667 | 8 | i | 1.0 | -3 | 1.0% | 1109 | i | 7.1 | i |
| O=C(Cc1ccccc1)NC1CCSc2ccccc21 (stereo unspecified) | . | . | . | . | . | . | 61 | . | 676 | . | i | 2.4 | 13 | -0.3% | . | . | . | i |
| Cc1ccc(C(CC(=O)N2CCCC2)c2ccccc2)c(O)c1 (stereo unspecified) | . | . | . | . | . | . | 28 | . | 824 | . | i | 0.7 | -17 | 0.4% | . | . | . | i |
| CC(=O)Nc1cccc(C(=O)/C=C/c2ccc(F)cc2)c1 | 4.6 | -1.1 | 1.8 | -7 | -0.6 | 1468 | 54 | -5 | 667 | -4 | i | 0.3 | 21 | 12% | 938 | i | 5.9 | i |
| COCC1CCN(C(=O)c2cc(COc3ccc4c(c3)CCCC4)on2)C1 (stereo unspecified) | . | . | . | . | . | . | 58 | . | 608 | . | i | . | -15 | -0.7% | . | . | . | ? |
| COC(=O)N/N=C/C1=CCC2CC1C2(C)C (stereo unspecified) | 2.6 | -0.12 | 2.8 | -7 | 1.5 | 1263 | 43 | 22 | 699 | 5 | i | 0.8 | 20 | 0.9% | 1059 | i | 1.4 | i |
| COc1ccc(/C=C/C(=O)NCc2ccccn2)cc1OC | 2.1 | -0.14 | 1.7 | 4 | 1.6 | 1376 | 52 | -3 | 760 | -7 | i | 0.5 | 13 | 0.0% | 1042 | i | 5.7 | i |
| O=C(NCCCc1ccccc1)c1ccncc1 | 2.4 | 0.85 | 1.0 | 12 | 0.5 | 842 | 31 | 9 | 726 | 2 | i | 1.3 | -2 | -0.3% | 1257 | i | 4.9 | i |
| Cc1ccc2nc(N(CCCN(C)C)C(=O)c3ccc(Br)s3)sc2c1 | 2.2 | 0.22 | 1.2 | 36 | -0.2 | 1121 | 51 | 90* | 712 | 89* | i | 0.9 | -48 | 0.9% | 970 | i | 7.0 | i |
| Cc1ccc(-c2noc(CSc3nnc(Cc4cccs4)n3-c3ccccc3)n2)cc1 | 2.7 | -0.25 | 2.2 | . | 0.1 | 1693 | 33 | 31 | 515 | 14 | i | 4.4 | -30 | -0.6% | 1076 | . | 11 | i |
| COc1ccc(Cc2nnc(NC(=O)c3cc(OC)c(OC)c(OC)c3)s2)cc1 | . | . | . | . | . | . | 64 | . | 859 | . | i | 0.3 | 0 | 0.7% | . | . | . | i |
| CC1CCN(S(=O)(=O)c2ccccc2)CC1 | . | . | . | . | . | . | 68 | . | 822 | . | i | 0.5 | 3 | 0.2% | . | . | . | i |
| Cc1ccc(-n2cc(C(=O)c3ccccc3O)cn2)cc1 | 4.4 | . | 1.7 | -21 | . | . | 63 | -1 | . | -1 | i | 0.4 | . | . | . | i | 7.3 | i |
| O=C1CC(=C(c2ccccc2)c2ccccc2)C(=O)N1CCCCN1CCN(c2ccccc2)CC1 | 2.6 | 0.51 | 1.8 | -9 | . | 690 | 20 | 26 | . | 3 | i | 0.2 | . | -0.8% | . | i | 8.0 | i |
